# ERK AVP inh = vasopressin-driven ERK pathway inhibition; AID 995; Potency, µM (highest dose often 57.5 µM), for the others: top-dose activity, negative = inhibition, actives largely listed as inhibitors; HEK293-V1b, vasopressin-stimulated pERK AlphaScreen; hit rate 0.99% among 72,000; note: potency is the fitted concentration of half-maximal effect; % is set by controls: 0 for no effect and ±100 for the full control effect; nearly all actives have a fitted effect of over 55% in size
#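 Phosphorylated ERK1/2 detected via AlphaScreen bead proximity in lysates of V1b-expressing HEK293 cells given 25 nM vasopressin for 5 min after 30 min compound exposure (37 °C). AC50 from Hill equation; basal DMSO 0%, vasopressin 100%.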
# Rhodamine autofl = compound fluoresces in the rhodamine spectral region | Rhodamine-region fluorescence, 547/598 nm, Tris buffer; active compounds read high | max dye-equivalent concentration, M | hit rate 0.05% among 59,000; in the data active = max dye-equivalent concentration above about 11 nM; inconclusive = between about 1.1 nM and that limit
#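 A six-point rhodamine series on each plate calibrates the signal. Compounds sit in 100 mM Tris (pH 8.0) for 15 min at ambient temperature before imaging through 547 nm/598 nm filters.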
# Fluorescein autfl = fluorescein region autofluorescence. Compound autofluorescence, 480/540 nm, fluorescein-equivalent; active compounds read high. max fluorescein-equivalent concentration, M. hit rate 0.91% among 59,000; in the data active = max fluorescein-equivalent concentration above about 10 nM; inconclusive = between about 1.1 nM and that limit
#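 Autofluorescence profiling; 100 mM Tris, pH 8.0; incubation 15 min at RT; ex/em 480/540 nm; result as fluorescein-equivalent concentration.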
# TexasRed autofl = compounds fluorescent in Texas Red spectral region. max dye-equivalent concentration, M. Compound fluorescence, Texas Red channel, 547/618 nm; active compounds read high. hit rate 0.06% among 59,000; in the data active = max dye-equivalent concentration above about 10 nM; inconclusive = between about 1.1 nM and that limit
#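 Spectral interference profiling: each compound concentration's relative fluorescence, read with a 547 nm excitation and 618 nm emission filter pair, was normalized to a per-plate Texas Red standard curve.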
# HEK293 cAMP cs = parental HEK293 cAMP activation (counter-screen) | parental HEK293 CNG cAMP sensor, membrane potential fluorescence | Potency, µM (titrated, usually from 57.1 µM), for the others: at the top dose activation, usual class: activators | hit rate 2.5% among 73,000 | AID 938; note: potency is the fitted concentration of half-maximal effect; % of control where 0% means no effect; nearly all actives have a fitted effect of over 55% in size
#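 Counterscreen for endogenous-receptor signalling: CNG-channel HEK 293 cells report cAMP rise by membrane depolarization. After 60 min dye equilibration with 100 uM RO 20-1724, compounds incubated 30 min before bottom-read fluorescence at 590 nm.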
# USP2a inh = USP2a (human) protease inhibition | hit rate 0.1% among 60,000 | USP2a enzymatic assay, qHTS inhibition | O75604 | Potency, µM (series often up to 38.3 µM), inactives show top-dose activity change, negative = inhibition, usual class: inhibitors;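 note: potency is the fitted concentration of half-maximal effect; nearly all actives have a fitted effect of over 60% in size; plate controls were DMSO for no effect and NEM full inhibition control for full effect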
#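 Coupled readout: USP2-cleaved Ub-PLA2 (20nM final) turns over NBD C6-HPC (20uM final), Ex 460nm/Em 535nm after 2.5 h, time-zero read flagging artifacts. Enzyme (20nM final, pH 8.0 Tris) given 30 min RT with compound first; NEM defines full inhibition.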
# FLuc inh = inhibitors of firefly luciferase. purified firefly luciferase, luminescence, 8 min. AID 411. Potency, µM (highest dose often 57.1 µM), inactives show top-dose activity change, negative = inhibition, usual class: inhibitors. hit rate 2.2% among 72,000; note: potency is the fitted concentration of half-maximal effect; % is set by controls: 0 for no effect and ±100 for the full control effect; nearly all actives have a fitted effect of over 40% in size
# Target sequence (P08659 whole entry, looked up): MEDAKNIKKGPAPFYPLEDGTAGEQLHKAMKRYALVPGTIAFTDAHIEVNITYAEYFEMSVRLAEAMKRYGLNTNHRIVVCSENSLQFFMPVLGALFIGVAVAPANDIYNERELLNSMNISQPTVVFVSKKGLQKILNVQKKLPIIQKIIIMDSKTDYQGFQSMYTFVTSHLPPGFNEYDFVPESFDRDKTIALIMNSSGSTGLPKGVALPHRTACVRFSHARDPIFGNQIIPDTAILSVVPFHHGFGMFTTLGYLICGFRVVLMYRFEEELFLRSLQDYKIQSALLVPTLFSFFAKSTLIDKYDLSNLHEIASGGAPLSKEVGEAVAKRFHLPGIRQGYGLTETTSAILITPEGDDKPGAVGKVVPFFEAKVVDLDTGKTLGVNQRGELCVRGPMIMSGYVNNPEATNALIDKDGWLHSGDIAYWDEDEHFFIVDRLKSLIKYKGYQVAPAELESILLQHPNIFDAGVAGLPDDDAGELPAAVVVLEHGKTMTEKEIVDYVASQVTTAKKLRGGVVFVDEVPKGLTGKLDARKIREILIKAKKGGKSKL
#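 qHTS concentration-response profiling: light output of P. pyralis luciferase with luciferin and 10 uM ATP, imidazole buffer pH 7.2. Read by luminescence after 8-min room-temperature incubation.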
# Caspase-7 inhib = blocks human caspase-7 allosterically or competitively; hit rate 0.02% among 75,000; Potency, µM (highest dose often 57.5 µM), without a hit: top-dose activity change, negative = inhibition, actives largely listed as inhibitors; AID 889; P55210; recombinant caspase-7, Ac-DEVD-AFC fluorescence rate; active = well fitted inhibition curve with a large enough effect in the main read-out, with a control signal flat, not every such curve was filed as active; inconclusive = small, poorly fitted or top-dose-only effect, or a change in a side signal; note: potency is the fitted concentration of half-maximal effect; % of control where 0% means no effect
# Tau filament bind = binders of human tau filaments; P10636; recombinant tau filaments, thioflavin S fluorescence, 15 h; filaments grown with octadecylsulfate alongside compound; Potency, µM (titrated, usually from 57.1 µM), without a hit: at the highest dose activity change, negative = inhibition; hit rate 2% among 71,000; AID 596;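 note: potency is the fitted concentration of half-maximal effect; % is set by controls: 0 for no effect and ±100 for the full control effect; actives lower thioflavin S fluorescence by blocking filaments or displacing dye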
#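 Thioflavine S fluorescence (ex 450, em 510 nm) reports filaments formed from 1 uM human tau plus 30 uM ODS over 15 h at 37 C (10 mM HEPES pH 7.4, 100 mM NaCl, 5 mM DTT); compounds displacing dye or blocking filaments lower signal.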
# HADH2 inhib = inhibitors of human HADH2 dehydrogenase | hit rate 3.4% among 73,000 | recombinant HADH2, NADH fluorescence, beta-hydroxybutyryl-CoA | Q99714 | Potency, µM (titrated, usually from 57.1 µM), for inactives: at the highest dose activity change, negative = inhibition, hits mostly inhibitors; note: potency is the fitted concentration of half-maximal effect; % is set by controls: 0 for no effect and ±100 for the full control effect; nearly all actives have a fitted effect of over 60% in size; many of its hits are not listed in these tables
#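 His-tagged recombinant enzyme from E. coli, 20 nM, preincubated 15 min RT with compound; reaction started with 1 mM NAD+ and 90 uM beta-hydroxybutyryl-CoA in 100 mM Tris-HCl pH 9.0. NADH fluorescence (ex 360/em 450) read over 4 min; last-minus-first difference.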
# Casp1 inh = blocks human caspase-1 allosterically or competitively | P29466 | Caspase-1 enzyme, Ac-WEHD-AFC fluorogenic rate | Potency, µM (series often up to 57.5 µM), for the others: top-dose activity change, negative = inhibition, actives largely listed as inhibitors | hit rate 0.03% among 75,000 | AID 900;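 note: potency is the fitted concentration of half-maximal effect; plate controls were vehicle for no effect and no substrate for full effect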
# Target sequence (P29466 120-297 limits assumed): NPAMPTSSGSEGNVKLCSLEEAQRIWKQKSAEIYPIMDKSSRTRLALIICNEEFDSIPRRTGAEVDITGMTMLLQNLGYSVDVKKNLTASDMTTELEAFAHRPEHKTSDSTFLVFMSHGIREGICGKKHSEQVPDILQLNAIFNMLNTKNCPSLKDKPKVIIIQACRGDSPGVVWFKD
# Target sequence (P29466 317-404 limits assumed): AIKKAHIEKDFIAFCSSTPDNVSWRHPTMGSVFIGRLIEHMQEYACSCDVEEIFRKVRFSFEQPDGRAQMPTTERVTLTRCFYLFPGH
# * = called active by the depositor; i = inactive; ? = inconclusive; · = not tested or not shown; [ ] = another dose, or the depositor's remark. Unless noted, calls come from the whole dose curve; as a rule, active = well fitted curve in the direction sought with a large enough effect; inconclusive = small, poorly fitted or top-dose-only effect, or another doubt; inactive = no such curve, though single readings can be large; an effect the other way counts as inactive or inconclusive.
compound,ERK AVP inh,Rhodamine autofl,Fluorescein autfl,TexasRed autofl,HEK293 cAMP cs,USP2a inh,FLuc inh,Caspase-7 inhib,Tau filament bind,HADH2 inhib,Casp1 inh
COc1cccc(CNC(=O)C2CCN(S(=O)(=O)c3ccc(F)cc3)CC2)c1,-6%,i,i,?,7%,-2%,-3%,-2%,1%,-5%,-2%
Nc1nonc1-c1nc2ccccc2n1CC(=O)N1CCN(c2ccc(F)cc2)CC1,-7%,i,?,i,25µM*,27%,2%,0%,38%,19%,-3%
OCCN1CCN(c2nc(-c3ccccc3)nc3c2oc2ccccc23)CC1,?,i,i,i,-2%,16%,3%,0%,116%,-25%,-2%
CC(c1ccco1)N(C(=O)c1ccc(S(=O)(=O)N2CCCCC2)cc1)c1ccccn1 (configuration not stated),10%,i,?,i,19%,-9%,1%,5%,2%,39%[activator],-2%
CCC1CCCN1Cn1cnc2c([nH]c3ccccc32)c1=O (configuration not stated),-16%,i,i,i,3%,6%,0%,1%,-6%,2%,1%
Cc1ccc(C2(C(F)(F)F)NC(=O)N3CCCN=C3S2)cc1 (configuration not stated),-5%,i,i,?,-5%,-6%,-1%,0%,-2%,-12%,-2%
CCOc1ccc(NC(=O)c2ccco2)cc1,-21%,i,i,?,-1%,2%,13µM*,1%,-7%,1%,1%
CN1CCN(c2nc(-c3cccs3)cc(C(F)(F)F)n2)CC1,?,i,i,i,21%,0%,2%,0%,-8%,3%,-2%
COC(=O)c1ccccc1NC(=O)CSc1nc(-c2ccco2)cc(C(F)(F)F)n1,-8%,i,i,?,?,-1%,2%,2%,-9%,-6%,-2%
CCOC(=O)Cn1c(=O)c2c(nc(N3CCCCC3)n2C)n(C)c1=O,?,i,i,i,6%,·,-1%,3%,2%,-3%,0%
CNC(=O)C(Sc1ccccc1)c1ccccc1 (configuration not stated),-3%,·,·,·,12%[11.4 µM],5%[7.66 µM],6%,0%,13%[11.4 µM],-6%[11.4 µM],0%
CCc1nnc(NC(=O)C2CCN(c3cnccn3)CC2)s1,-7%,i,i,i,-16%,-2%,0%,0%,-7%,0%,-4%
COc1ccc(N2C(=O)C3CCCN3C2c2cccc(F)c2)cc1Cl (configuration not stated),9%,i,i,?,11%,19%,0%,-2%,-7%,7%,-1%
CCOC(=O)c1cnn(-c2ncnc3sc(CC)cc23)c1N,-15%,·,·,·,3%,3%,1%,-3%,174%,-1%,-4%
CSc1nc(C2CC2)cc(-c2cccs2)c1C#N,48%[activator],i,i,i,?,-21%,0%,0%,88%,-15%,1%

# An excerpt of these results, with two lines to a compound:
# Fields: ERK AVP inh, Rhodamine autofl, Fluorescein autfl, TexasRed autofl, HEK293 cAMP cs, USP2a inh, FLuc inh, Caspase-7 inhib, Tau filament bind, HADH2 inhib, Casp1 inh
COc1cccc(CNC(=O)C2CCN(S(=O)(=O)c3ccc(F)cc3)CC2)c1
 : -6%, i, i, ?, 7%, -2%, -3%, -2%, 1%, -5%, -2%
Nc1nonc1-c1nc2ccccc2n1CC(=O)N1CCN(c2ccc(F)cc2)CC1
 : -7%, i, ?, i, 25µM*, 27%, 2%, 0%, 38%, 19%, -3%
OCCN1CCN(c2nc(-c3ccccc3)nc3c2oc2ccccc23)CC1
 : ?, i, i, i, -2%, 16%, 3%, 0%, 116%, -25%, -2%
CC(c1ccco1)N(C(=O)c1ccc(S(=O)(=O)N2CCCCC2)cc1)c1ccccn1 (configuration not stated)
 : 10%, i, ?, i, 19%, -9%, 1%, 5%, 2%, 39%[activator], -2%
CCC1CCCN1Cn1cnc2c([nH]c3ccccc32)c1=O (configuration not stated)
 : -16%, i, i, i, 3%, 6%, 0%, 1%, -6%, 2%, 1%
Cc1ccc(C2(C(F)(F)F)NC(=O)N3CCCN=C3S2)cc1 (configuration not stated)
 : -5%, i, i, ?, -5%, -6%, -1%, 0%, -2%, -12%, -2%
CCOc1ccc(NC(=O)c2ccco2)cc1
 : -21%, i, i, ?, -1%, 2%, 13µM*, 1%, -7%, 1%, 1%

# Going on with the list.
compound,ERK AVP inh,Rhodamine autofl,Fluorescein autfl,TexasRed autofl,HEK293 cAMP cs,USP2a inh,FLuc inh,Caspase-7 inhib,Tau filament bind,HADH2 inhib,Casp1 inh
CCOc1ccc(/C=N/n2cnnc2)cc1,-12%,·,·,·,5%,3%,-1%,-1%,11%,-8%,-2%
Cc1cccc(C)c1NC(=O)C1CC(=O)N(C(C)C)C1 (configuration not stated),-9%,i,i,i,24%,-12%,2%,1%,-6%,-7%,-1%
COc1ccc(-n2c(=O)c(-c3cccc(C#N)c3)nc3cnc(N4CCNCC4)nc32)cc1,?,i,?,i,?,152%[activator],0%[11.4 µM],-29%,-29%,-5%,?
CCCNC(=O)Cc1cc(=O)[nH]c(=O)[nH]1,·,·,·,·,?,·,1%,-4%,96%,-10%,-2%
CCOC(=O)N1CCC(NC(=O)CCc2c(C)nc3c(c(C)nn3-c3ccccc3)c2C)CC1,-5%,·,·,·,-4%,·,2%,4%,-8%,5%,-1%
OC[C@@H]1O[C@@H](n2cnc3c(NC4CCCC4)ncnc32)[C@H](O)[C@H]1O,-36%,·,·,·,?,·,0%,0%,?,3%,2%
NC(=O)c1cnn2c1NC(c1ccc(F)cc1)CC2C(F)(F)F (configuration not stated),-3%,i,?,i,0%,-12%,2%,0%,-2%,4%,0%
COC(=O)c1[nH]c2cccc(OC)c2c1NC(=O)CN1CCN(c2cccc(OC)c2)C(C)C1 (configuration not stated),-23%,i,i,i,-10%,22%,3%,-12%,3%,?,-3%
Cc1ccc2oc(=O)c3cnn(CC(=O)N(CCC(C)C)Cc4ccco4)c3c2c1,3%,·,·,·,?,·,3%,-1%,213%,10%,-5%
CC(C)c1nc(SCC(=O)N2CCN(c3ccccc3)CC2)c2c(=O)n(C)c(=O)n(C)c2n1,·,·,·,·,0%,·,2%,1%,230%,-11%,-3%
c1coc(CNCC2OCCc3ccccc32)c1 (configuration not stated),-4%,i,i,i,?,5%,-1%,0%,2%,-6%,2%
Cc1nc2nc(Cc3ccccc3)[nH]n2c(=O)c1Cl,3%,i,i,i,12%,-6%,0%,-2%,-4%,-5%,-2%
CCn1c(=N)n(CC(=O)C23CC4CC(CC(C4)C2)C3)c2ccccc21,?,i,i,i,41%,13%,2%,-2%,36%,-20%,-4%
CCCSc1nc2c(cnn2-c2ccc(Cl)cc2)c(=O)[nH]1,17%,i,i,i,5%,7%,2%,1%,-28%,-2%,2%
CCC(=O)N(Cc1cc(=O)[nH]c2ccccc12)c1cccc(C)c1,-16%,i,?,i,23%,39%[activator],2%,-3%,-9%,-10%,-1%
CCOC(=O)CSc1nc2sc3c(c2c(=O)n1CC)CC(C)(C)OC3,?,·,·,·,6%,·,2%,-4%,22%,-17%,2%
CC(=O)c1c(C)nc(-c2ccc(Cl)cc2Cl)n1O,-15%,i,i,i,2%,-7%,-9%,2%,3%,5%,0%
COc1ccc(COC(=O)C2=C(C)NC(=O)NC2c2ccc(O)c(OC)c2)cc1 (configuration not stated),-30%,·,·,·,?,11%[7.66 µM],-2%,1%,6%[11.4 µM],3%[11.4 µM],1%
CCCn1c(C)nc2c(NC(C)CCCN(CC)CC)nc(C)nc21 (configuration not stated),-17%,·,·,·,6%,·,·,1%,-8%,4%,4%
CCOC(=O)CSc1nnc(CNC(=O)Cc2ccccc2)n1C,-16%,i,i,i,3%,-2%,2%,1%,-7%,4%,2%
COc1ccc(C(O)c2nc3ccccc3n2C)cc1OC (configuration not stated),-28%,·,·,·,23%,4%,-1%,0%,8%,9%,1%
Cc1ccc(Cl)cc1N1CCN(CC(=O)Nc2ccc3[nH]c(=O)[nH]c3c2)CC1,3%,i,i,i,7%,19%,3%,-1%,93%,6%,-2%
C=CCn1c(SCC(=O)OCc2ccccc2)nc2c1c(=O)n(C)c(=O)n2C,13%,i,i,i,10%,6%,3%,0%,-18%,-12%,-3%
C/C(=C1/SC(=S)N(CCC(=O)O)C1=O)c1ccc(O)cc1,-26%,·,·,·,22%,-12%,2%,-2%,1%,32µM*,3%
COc1ccc(C(=O)n2nc(-c3ccccc3)nc2N)cc1OC,?,i,i,i,16%,31%[activator],0%,-1%,1%,?,0%

# Assay outcomes from PubChem.

# Not all compounds are listed. The share of hits here may be higher or lower than overall.
